From PubChem
PAFAH2 FP inh: PAFAH2 enzyme inhibitors, primary screen, biochemical, fluorescence polarization, human; Platelet-activating factor acetylhydrolase 2, cytoplasmic (Homo sapiens), Q99487; recombinant PAFAH2, FP-rhodamine activity probe; inhibition, % at 3.39 µM; hit rate 0.99% among 340,000; AID 492956, 2010;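 active means inhibition above the mean over all tested compounds plus 3 SD, cut at about 30% in these data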;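 further: inhibitors block probe labeling of enzyme so polarization drops; 0% = enzyme with DMSO and 100% = wells lacking PAFAH2 protein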
PAFAH1B2 inh: PAFAH1B2 enzyme inhibitors, primary screen, biochemical, fluorescence polarization, human; Platelet-activating factor acetylhydrolase IB subunit alpha2 (Homo sapiens), P68402; recombinant PAFAH1B2, FP-rhodamine activity probe; inhibition, % at 3.39 µM; hit rate 1.2% among 340,000; AID 492953, 2010;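 active means inhibition above the mean of all tested compounds plus 3 SD, cut at about 24% in these data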;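 further: 0% = enzyme with DMSO and 100% = wells lacking PAFAH1B2; many of its hits are not listed in these tables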
Target sequence (P68402 whole entry, looked up): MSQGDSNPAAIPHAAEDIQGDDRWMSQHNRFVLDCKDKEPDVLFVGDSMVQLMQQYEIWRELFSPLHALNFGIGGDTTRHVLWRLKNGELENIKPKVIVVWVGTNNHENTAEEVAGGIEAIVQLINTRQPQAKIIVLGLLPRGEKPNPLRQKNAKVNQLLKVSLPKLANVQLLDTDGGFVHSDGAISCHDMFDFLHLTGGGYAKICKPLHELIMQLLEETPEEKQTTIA
PAFAH1B3 FP inh: PAFAH1B3 enzyme inhibitors, primary screen, biochemical, fluorescence polarization, human; Platelet-activating factor acetylhydrolase IB subunit alpha1 (Homo sapiens), Q15102; recombinant PAFAH1B3, FP-rhodamine probe; inhibition, % at 3.39 µM; hit rate 0.28% among 340,000; AID 492972, 2010;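 active means inhibition above the screen-wide average of all tested compounds plus 3 SD, cut at about 25% in these data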;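 further: 0% = enzyme with DMSO only and 100% = wells lacking PAFAH1B3 protein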
Target sequence (Q15102 whole entry, looked up): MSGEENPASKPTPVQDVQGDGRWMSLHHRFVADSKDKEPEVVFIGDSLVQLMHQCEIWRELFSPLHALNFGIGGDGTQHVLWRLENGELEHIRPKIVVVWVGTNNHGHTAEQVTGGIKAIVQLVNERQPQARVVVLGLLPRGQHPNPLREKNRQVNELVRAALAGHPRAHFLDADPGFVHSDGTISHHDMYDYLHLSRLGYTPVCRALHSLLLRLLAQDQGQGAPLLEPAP
* hit, by the source's call. Not all compounds are listed. The share of hits here may be higher or lower than overall.

Every second line gives: PAFAH2 FP inh	PAFAH1B2 inh	PAFAH1B3 FP inh
1: Cc1ccc(OCC(=O)N/N=C\c2ccc(C)o2)c([N+](=O)[O-])c1
  5	4	5
2: COc1cc(C(c2c(O)cc(C)[nH]c2=O)c2c(O)cc(C)[nH]c2=O)ccc1O
  -10	5	9
3: CC(C)(C)OC(=O)N(CCc1ccccc1)Cc1ccccc1OCc1cccc(NC(=O)/C=C/c2ccccc2)c1
  -49	-12	-19
4: COc1ccc(C(=O)NCCN(C)C)c2nc3ccccc3cc12
  3	1	4
5: O=C(NNC(=O)c1ccc2ccccc2c1O)NC1CCCCC1
  3	11	30*
6: Cc1cc([N+](=O)[O-])c2[nH]c(C(=O)N/N=C/c3ccccc3C(=O)O)c(-c3ccccc3)c2c1
  9	5	1
7: S=c1[nH]c2cnc(Cl)nc2[nH]1
  6	5	-3
8: CSCCC(NC(C)=O)C(=O)Oc1ccc2c3c(c(=O)oc2c1)CCCC3 (stereo unspecified)
  0	4	14
9: Nc1cc(C(=O)OCC(=O)N2CCN(C(=O)COC(=O)c3ccc(Cl)c(N)c3)CC2)ccc1Cl
  -5	3	-1
10: COc1ccc(-c2cc(C(F)(F)F)nc(SCCC(=O)N3CCN(C)CC3)n2)cc1
  0	-1	2
11: O=C(O)c1ccccc1NN=Cc1ccccc1
  -2	10	3
12: c1ccc2c(CCc3ccncc3)cccc2c1
  -2	0	7
13: CCC(=O)N1CCc2cc(Br)c(S(=O)(=O)CCC(=O)NCCc3ccccc3)cc21
  0	2	3
14: Cc1csc(NC(=O)C2CCN(S(=O)(=O)c3ccccc3)CC2)n1
  2	1	9
15: CN(CCc1ccccc1)C(=O)c1ccc(NC(=O)Cc2cccc(NC(=O)C3CCN(C(=O)c4ccccc4)CC3)c2)cc1
  -11	1	-1
16: COc1cc(C(=O)C(O)c2ccc(O)c(OC)c2)ccc1O (stereo unspecified)
  1	2	4
17: CCOc1cccc(-c2nnc(SCC(=O)Nc3cccc(OC)c3)n2N)c1
  1	4	8
18: NCCCNC(=O)Cn1c(=O)c2c3c(sc2n(Cc2ccccc2)c1=O)CCCC3
  -6	-2	9
19: CC1CCN(N=Nc2nc3c([nH]2)c(=O)n(C)c(=O)n3C)CC1
  3	2	3
20: Cc1ccc(C(=O)NNC(=O)c2ccc3ncccc3c2)cc1
  -3	-4	9
21: CCOc1ccc(CCN2C(=S)N([C@@H](CC(C)C)CN3CCCC3CN3C(=S)NC[C@@H]3CC(C)C)C[C@@H]2Cc2ccccc2)cc1 (stereo partly specified)
  -1	5	7
22: CN(C)Cc1cc(C(C)(C)C)cc(N2CCOCC2)c1O
  -2	6	5
23: NS(=O)(=O)c1ccc(NC(=O)Cc2cccs2)cc1
  4	0	-2
24: C#CCOCCOCCOCCNc1nc(N2CCN(C(=O)Cn3cc(CCO)nn3)CC2)nc(N2CCN(C(=O)Cn3cc(CCCCN)nn3)CC2)n1
  -4	1	8
25: COc1ccccc1NC(=O)C(=O)N/N=C/c1ccc([N+](=O)[O-])s1
  11	3	-5
26: O=C1OC(Sc2ccccc2)(c2ccccc2)c2ccccc21 (stereo unspecified)
  -11	7	8
27: Cc1cccc(/C=N/NC(=O)C[n+]2ccccc2)c1
  1	3	9
28: COc1ccccc1N1CCN(C(=O)c2oc3ccccc3c2C)CC1
  1	1	3
29: CCOc1ccc(OCCC(=O)Nc2cccc(S(=O)(=O)N3CCCC3)c2)cc1
  7	4	-5
30: CC1(NC(=O)c2cccc(S(=O)(=O)N3CCCc4ccccc43)c2)CCS(=O)(=O)C1 (stereo unspecified)
  5	-2	0

The last two compounds of the section above lead into the next.
Every second line gives: PAFAH2 FP inh	PAFAH1B2 inh	PAFAH1B3 FP inh
29: CCOc1ccc(OCCC(=O)Nc2cccc(S(=O)(=O)N3CCCC3)c2)cc1
  7	4	-5
30: CC1(NC(=O)c2cccc(S(=O)(=O)N3CCCc4ccccc43)c2)CCS(=O)(=O)C1 (stereo unspecified)
  5	-2	0
31: CCCCNCCS(=O)(=O)NCc1ccccc1
  -8	3	5
32: CNc1nc(-c2ccc3c(c2)CCN3C(=O)c2ccc(F)cc2)cs1
  1	1	1
33: CC(C)Nc1nc(NC2CCCC2)nc(N2CCOCC2)n1
  1	2	-6
34: Cc1cc(O)c(C(C)C)cc1NC(=O)Nc1ccc([N+](=O)[O-])cc1
  4	-3	9
35: CCCOc1ccc(/C(O)=C2/C(=O)C(=O)N(CCN3CCOCC3)C2c2ccccc2)cc1 (stereo unspecified)
  5	1	5
36: Fc1ccc(CSc2ncnc3c2ncn3C2CCCCO2)cc1 (stereo unspecified)
  3	8	11
37: Cc1ccc(OCC(=O)Nc2ccncc2)cc1
  1	-7	8
38: Cc1[nH]c(=S)[nH]c(=O)c1Cc1c(O)ccc2ccccc12
  3	9	-4
39: Cn1c(N=Nc2ccc(N3CCOCC3)cc2)[n+](C)c2ccccc21
  -5	3	0
40: CCCCC(C)Sc1nc2c([nH]1)c(=S)n(C)c(=O)n2C (stereo unspecified)
  18	16	-3
41: COC(=O)CCN1CCC2CC1c1cc(Cl)ccc12 (stereo unspecified)
  6	7	9
42: COc1ccc(/C=N/NC(=O)c2ccc(-n3cnnn3)cc2)cc1
  -3	6	4
43: Cc1nn2c(CN(C(=O)c3ccco3)c3ccccc3)nnc2c2ccccc12
  9	0	3
44: COCCN(Cc1cc2cc(C)ccc2n2nnnc12)C(=S)Nc1ccc(OC)cc1
  -1	2	0
45: COc1ccc(-c2cc(C(=O)N/N=C(\C)c3cccnc3)c3ccccc3n2)cc1
  -6	0	6
46: Cc1ccc(C(=O)OCC(=O)N2CCNC2=O)c(C)c1
  -5	4	15
47: COCc1c(C(=O)OCC(=O)N2c3ccccc3NC(=O)C2(C)C)oc2ccccc12
  6	0	4
48: O=Cc1ccc(-c2ccc([N+](=O)[O-])cc2Cl)o1
  8	2	4
49: C=C(C(=O)c1ccccc1)C(NC(C)(C)C)c1ccccc1 (stereo unspecified)
  9	3	10
50: N#CC(=C(O)CN1CCN(c2ccccc2F)CC1)c1nc(-c2ccccc2)cs1
  3	5	8
51: O=[N+]([O-])c1ccccc1C(O)Cc1ccccn1 (stereo unspecified)
  2	5	0
52: COc1ccc(N2CCN(C(=O)c3ccc(Cn4nc(C)c([N+](=O)[O-])c4C)o3)CC2)cc1
  -4	-1	1
53: O=[N+]([O-])c1ccc(COc2ccc(CN3CCOCC3)cc2)cc1
  0	3	10
54: COc1ccc(CC(=O)NC(C)c2ccc(Cl)c(Cl)c2)cc1S(=O)(=O)N1CCOCC1 (stereo unspecified)
  -1	12	15
55: CN(Cc1ccccc1)C(=O)c1ccc(NC(=O)Cc2ccc(NC(=O)C3CCCN(S(=O)(=O)c4cccc([N+](=O)[O-])c4)C3)cc2)cc1 (stereo unspecified)
  -16	-8	-19
56: O=C(c1ccc(F)cc1)N1CCN(C2CCCCC2)CC1
  6	1	-2
57: COc1cccc(C(=O)NNC(=O)c2cccc3ccccc23)c1
  -6	3	9
58: O=C(Cc1ccc(S(=O)(=O)N2CCOCC2)s1)Nc1ccc(Br)c(C(F)(F)F)c1
  -14	-4	-10
59: CC(=O)Nc1ccc(-c2csc(Nc3cccc(C)n3)n2)cc1
  -2	1	4
60: CS(=O)(=O)N1CCC2CC1c1cc(-c3ccccc3)ccc12 (stereo unspecified)
  1	4	12

Every second line gives: PAFAH2 FP inh	PAFAH1B2 inh	PAFAH1B3 FP inh
61: CN(Cc1ccccc1)C(=O)c1cccc(NC(=O)Cc2ccc(NC(=O)C3CCN(C(=O)C4CCCC4)CC3)cc2)c1
  -13	0	-4
62: O=C(NC1CCC1)C1CCC(=O)N(Cc2cccc(F)c2)C1 (stereo unspecified)
  2	3	11
63: Cc1cc(NC(=O)C(C)SCC(=O)Nc2cccc(S(=O)(=O)N3CCCCCC3)c2)no1 (stereo unspecified)
  5	7	6
64: Cc1cccc(CNC(=O)C2CCC(=O)N(CCc3cccc(F)c3)C2)n1 (stereo unspecified)
  0	-4	6
65: CSc1nc2ncncc2[nH]1
  7	1	7
66: CCCCN(C(=O)C1CC(=O)N(c2ccc(C)cc2)C1)c1c(N)n(CCC)c(=O)[nH]c1=O (stereo unspecified)
  -3	1	14
67: CC(CCNC(=O)c1ccccc1)(CCNC(=O)c1ccccc1)[N+](=O)[O-]
  2	2	10
68: COc1ccc(C(=O)Cc2ccccc2C(=O)O)cc1
  6	6	16
69: S=C(NCCc1cccc(Cl)c1)NCc1ccccc1
  -5	7	13
70: OC(C#Cc1ccccc1)(c1ccccc1)c1ccccc1
  -4	-2	9
71: O=C(Nc1ccccc1)Nc1ccccc1
  -5	-5	6
72: Cc1cc(C)c(S(=O)(=O)Nc2nnc(C(C)C)s2)c(C)c1
  7	-3	2
73: Nc1nnc(-c2ccc([N+](=O)[O-])o2)s1
  -2	4	4
74: CN(C)c1nc(OCCNC(=O)Nc2ccccc2)nc(N2CCOCC2)n1
  0	4	1
75: CC(=O)N1CCN(C(=O)CNC(=O)c2ccc(C)s2)CC1
  15	1	9
76: COc1ccc(C(=O)NC(=O)COC(=O)CCS(=O)(=O)c2ccc(C)cc2)cc1
  3	3	4
77: O=C(c1ccccc1)c1ccc(Oc2ccc([N+](=O)[O-])cc2[N+](=O)[O-])cc1
  23	2	-12
78: N#CC(C#N)=C1c2cc(S(N)(=O)=O)ccc2-c2ccc(S(N)(=O)=O)cc21
  5	2	6
79: O=C(NCCN1CCN(c2cccc(Cl)c2)CC1)c1cccn2c(=O)c3ccccc3nc12
  6	-4	-7
80: CCN(CC)CCOC(=O)c1ccc(NC(=O)CSc2nnc(-c3cccs3)n2CC)cc1
  -1	3	4
81: CN(C(=O)CSc1nc(C2CC2)n(-c2ccccc2)n1)C1CCS(=O)(=O)C1 (stereo unspecified)
  -5	-3	8
82: COc1ccc(/C=N\NC(=O)c2ccc(-c3ccccc3)cc2)c(OC)c1OC
  6	-4	7

A draw from above in order of count of non-hydrogen atoms, largest number first:
Every second line gives: PAFAH2 FP inh	PAFAH1B2 inh	PAFAH1B3 FP inh
61: CN(Cc1ccccc1)C(=O)c1cccc(NC(=O)Cc2ccc(NC(=O)C3CCN(C(=O)C4CCCC4)CC3)cc2)c1
  -13	0	-4
63: Cc1cc(NC(=O)C(C)SCC(=O)Nc2cccc(S(=O)(=O)N3CCCCCC3)c2)no1 (stereo unspecified)
  5	7	6
76: COc1ccc(C(=O)NC(=O)COC(=O)CCS(=O)(=O)c2ccc(C)cc2)cc1
  3	3	4
81: CN(C(=O)CSc1nc(C2CC2)n(-c2ccccc2)n1)C1CCS(=O)(=O)C1 (stereo unspecified)
  -5	-3	8
62: O=C(NC1CCC1)C1CCC(=O)N(Cc2cccc(F)c2)C1 (stereo unspecified)
  2	3	11
72: Cc1cc(C)c(S(=O)(=O)Nc2nnc(C(C)C)s2)c(C)c1
  7	-3	2
68: COc1ccc(C(=O)Cc2ccccc2C(=O)O)cc1
  6	6	16
